Assay outcomes deposited in PubChem BioAssay by Fisher Drug Discovery Resource Center.
NPYLR7 agonist: activates Aedes aegypti NPYLR7 receptor | HEK293T NPYLR7/Galpha15, GCaMP6s calcium fluorescence | activation, % at 10 µM | hit rate 0.15% among 270,000 | AID 1259423; in the data active = activation above about 40%;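 also: 0% = vehicle and 100% = reference agonist at the receptor; some compounds past the cut are filed as inactive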
hcGAS lum: human cGAS inhibition; Q8N884; recombinant h-cGAS, ATP depletion, Kinase-Glo luminescence; inhibition, % at 12.5 µM; hit rate 0.081% among 290,000; AID 1259398;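 also: 0% = vehicle reaction and 100% = reaction without DNA for no activity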
Target sequence (Q8N884 whole entry, looked up): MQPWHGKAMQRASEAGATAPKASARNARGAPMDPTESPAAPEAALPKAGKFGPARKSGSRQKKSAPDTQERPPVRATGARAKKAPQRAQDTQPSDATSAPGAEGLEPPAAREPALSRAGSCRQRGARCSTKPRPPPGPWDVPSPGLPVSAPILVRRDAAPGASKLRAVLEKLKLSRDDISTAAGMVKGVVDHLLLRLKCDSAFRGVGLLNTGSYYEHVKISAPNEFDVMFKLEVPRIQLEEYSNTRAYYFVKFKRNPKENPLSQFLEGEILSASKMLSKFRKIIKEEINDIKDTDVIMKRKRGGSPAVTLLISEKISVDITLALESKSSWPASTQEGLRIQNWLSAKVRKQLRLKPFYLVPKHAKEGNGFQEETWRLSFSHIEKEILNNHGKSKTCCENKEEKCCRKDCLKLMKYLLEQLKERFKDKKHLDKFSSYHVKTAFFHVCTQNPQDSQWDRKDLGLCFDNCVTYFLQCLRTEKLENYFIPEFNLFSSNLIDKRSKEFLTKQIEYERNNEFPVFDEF
mcGAS inh: blocks mouse cGAS activity; Q8C6L5; recombinant cGAS, Kinase-Glo ATP depletion luminescence; inhibition, % at 12.5 µM; hit rate 0.15% among 160,000;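 also: 0% = negative control wells and 100% = reference inhibitor with no enzyme activity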
Active calls of the source: *; / = no result given; & = joins results of further samples. Rule as the data show it, unless noted: active = inhibition above about 40%; inactive = the rest.

1: Cc1c(O)cc(O)c2c(=O)c(-c3ccc(O)cc3)coc12
2: N#Cc1cccc(C(=O)N2CCN(Cc3ccc(-c4noc(C5CCCC5)n4)cc3)CC2)c1
3: CCOC(=O)c1nc2ccccc2nc1N1CCN(S(=O)(=O)c2ccc(Cl)cc2)CC1
4: Nc1ccc(NC(=O)NC2CCCCC2)cc1[N+](=O)[O-]
5: CCC(C)N(Cc1ccsc1)C(=O)C1(COC)CC1 (stereo not given)
6: Cc1ccccc1C1CC1C(=O)N1CCCC(C(=O)N2CCCC2)C1 (stereo not given)
assay / entry	1	2	3	4	5	6
mcGAS inh	-4	-5	-2	/	-12	/
hcGAS lum	-6	-5	-2	10	-5	-6
NPYLR7 agonist	/	7	-13	1	-5	0

7: Cc1nc2c(c(NCc3cnc4c(c3)CCC4)n1)CNC2
8: O=S(=O)(Nn1cc(-c2ccccc2)[nH]c1=S)c1ccc2c(c1)OCCO2
9: CCOc1c(Cl)cc(C=CC(=O)c2ccc3c(c2)OCCO3)cc1OC
10: COC(=O)Cn1cc(C=NNC(=O)COc2cccc3cccnc23)c2ccccc21
11: CN(Cc1ccc2c(c1)OCCO2)C(=O)Cn1cnc2ccsc2c1=O
12: Cc1ccc(-c2cc3c(SCC(=O)NCc4ccccc4)nccn3n2)cc1
assay / entry	7	8	9	10	11	12
mcGAS inh	-12	/	3	-4	/	-7
hcGAS lum	-9	-1	-3	-7	0	-4
NPYLR7 agonist	8	-7	2	20	5	-2

13: COc1ccc2nc(NC(=O)COc3ccc(Cl)cc3)sc2c1
14: CC1(C)C=C(C(=O)N2CCOCC2)C(C)(C)N1
15: COc1cccc(-c2cn[nH]c2C2CCN(C(=O)c3ccc(C)[nH]c3=O)CC2)c1
16: Cc1cc(C)n(Cc2cc(C(=O)N3CCN(C)C[C@@H]3c3ccccc3)n[nH]2)n1
17: Cc1nc(-c2ccc(NC(=O)C3CCOCC3)cc2)co1
18: CC(NC(=O)c1ccco1)c1nc2ccccc2n1CCOc1ccccc1Cl (stereo not given)
assay / entry	13	14	15	16	17	18
mcGAS inh	-6	-4	/	-17	-1	-9
hcGAS lum	-4	-7	1	-5	3	-5
NPYLR7 agonist	1	9	15	12	2	-4

19: CC1=C(c2ccccc2)[N+](=O)C2(CCCC2)N1[O-]
20: CC(C)(C)c1ccc(=O)n(CC(=O)c2sccc2Br)n1
21: C[n+]1ccn(CC#N)c1
22: COc1ccc(OC)c(Cc2nnc(CCC(=O)NCc3csc(C(C)C)n3)o2)c1
23: CCc1ccc(CN2N=NC3C(=O)N(c4ccc(C)c(C)c4)C(=O)C32)cc1 (stereo not given)
24: CC(=O)c1ccc(NC(=O)Nc2ccc3nc(-c4ccsc4)nn3c2)cc1
assay / entry	19	20	21	22	23	24
mcGAS inh	/	/	-1	/	-8	-2
hcGAS lum	2	-6	2	-8&-5	-4	-3
NPYLR7 agonist	5	13	-4	9&-2	4	-11

25: CCOc1ccc(C(O)=C2C(=O)C(=O)N(CCCN(C)C)C2c2ccc(F)cc2)cc1C (stereo not given)
26: COCCn1c(C)c(C(=O)Nc2cccc(Oc3ccccc3)c2)sc1=O
27: CCc1nc2ccc(C(=O)N3CCN(S(=O)(=O)CC)CC3)cn2c1N(C=O)CC
28: O=C(c1ccccc1OC1CCN(Cc2ccc3cc(F)ccc3n2)CC1)N1CCCCC1
29: O=C(c1cccs1)C1CCCN(C(=O)c2cn(Cc3cccc4ccccc34)nn2)C1 (stereo not given)
30: CC1(C)O[C@@H]2C[C@@](OCc3cccc(C(F)(F)F)c3)(C(=O)NCC3CC3)CC(OCc3cccc(OC(F)(F)F)c3)[C@@H]2O1 (stereo not given in full)
assay / entry	25	26	27	28	29	30
mcGAS inh	/	/	-2	1	-8	-3
hcGAS lum	-10	-7	-7	-4	-9	10
NPYLR7 agonist	1	14	-4	5	3	3

31: CCCCc1ccc(C(=O)N2CCN(C(C(=O)Nc3ccc(OC)cc3)C3CCCC3)CC2)cc1 (stereo not given)
32: COCCOCC(=O)N1CCC(n2c(=O)oc3cc(C)ccc32)CC1
33: COc1ccc(CC2CN(Cc3noc(C4CCCC4)n3)CCO2)cc1 (stereo not given)
34: COc1cc(-c2nc(C=Nc3cccc(C(=O)O)c3)c(O)o2)cc(OC)c1OC
35: COCCNS(=O)(=O)c1ccc(OC)c(N2CCN(C(=O)C(F)(F)C(F)F)CC2)c1
36: C(=C\c1ccccc1)/CNc1ccc2c(c1)OCCO2
assay / entry	31	32	33	34	35	36
mcGAS inh	-3	-8	-13	-5	-6	-8
hcGAS lum	-2	-7	-2	-6	-2	-14
NPYLR7 agonist	0	3	/	-5	17	6

37: CC1CN(C)CCN1Cc1cccc(C(=O)NCc2ccco2)c1 (stereo not given)
38: Cc1ccc2oc(-c3cccc(NC(=O)c4cccs4)c3C)nc2c1
39: O=c1c2ccccc2[nH]c(=S)n1Cc1cccnc1
40: COc1ccc(S(=O)(=O)N2CCc3ccccc3C2)cc1N1CCN(C(=O)c2cccc(C#N)c2)CC1
41: CC(C)NC(=S)NN=Cc1ccc[nH]1
42: Cc1ccc(C)c2[nH]c(=O)c(CCNC(=O)c3ccc4ccccc4c3)cc12
assay / entry	37	38	39	40	41	42
mcGAS inh	-4	0	-3	-7	/	-5
hcGAS lum	-3	-1	-8	-1	-5	-3
NPYLR7 agonist	7	-5	-6	21	4	1

43: CC1(C)CC(c2nccn2CCOc2ccccc2)CCO1 (stereo not given)
44: Cc1onc(-c2ccccc2)c1C(=O)Nc1ccccc1F
45: Cc1ccc(F)cc1S(=O)(=O)N(Cc1cccc(F)c1)c1ccc2c(c1)OCO2
46: FC(F)(F)c1cc(-c2ccco2)nc(-n2ccnc2)n1
47: O=C1Nc2ccc(Cl)cc2C1=Cc1ccc(Br)s1
48: Cc1cc(C(=O)N/N=C\c2ccc(O)cc2)n[nH]1
assay / entry	43	44	45	46	47	48
mcGAS inh	/	/	-5	/	/	-6
hcGAS lum	-5	-3	-5	1	-12	-9
NPYLR7 agonist	2	-3	/	-9	8	3

Overlap with the part before: 2 compounds, followed by the next part.
47: O=C1Nc2ccc(Cl)cc2C1=Cc1ccc(Br)s1
48: Cc1cc(C(=O)N/N=C\c2ccc(O)cc2)n[nH]1
49: O=C(O)c1ccc(N=Cc2nc(/C=C/c3cccc([N+](=O)[O-])c3)oc2O)cc1
50: Cc1nn(C)c(C)c1S(=O)(=O)NC(=O)CC1CC2CCC1C2 (stereo not given)
51: Cc1ccc(Sc2c(C)[nH]n(C(C)(C)C)c2=O)cc1
52: Nc1cccc(NC(=O)c2cccc(S(=O)(=O)Nc3cccc(N)c3)c2)c1
53: CN(C)C(=O)c1cccc(-c2nccnc2NCc2cccc(C(F)(F)F)c2)c1
54: COc1ccc(S(=O)(=O)N2CCN(c3ncccc3C(=O)NCc3ccc4c(c3)OCO4)CC2)c(OC)c1
assay / entry	47	48	49	50	51	52	53	54
mcGAS inh	/	-6	-5	/	-2	-4	-2	-6
hcGAS lum	-12	-9	-4	-11	-13	-3	-5	-11
NPYLR7 agonist	8	3	-2	9	13	12	-6	27

55: O=C(c1cn(CC2CCCNC2)nn1)N1CC=CC1 (stereo not given)
56: CC(C)(CO)N(Cc1cccnc1)C(=O)C(=O)c1ccccc1
57: CN(Cc1cnc(C(C)(C)C)nc1)Cc1nc2ccc(F)cc2[nH]1
58: COc1ccc(C=C2COc3ccccc3C2=O)cc1OCC(C)C
59: CCC(C)N(Cc1ccc2c(c1)OCO2)Cc1ccc(C(O)(c2ccccc2)c2ccccc2)o1 (stereo not given)
60: Cc1c(C(F)(F)F)nc(-c2ccc(CN3CCCC(CN)C3)cc2)[nH]c1=O (stereo not given)
assay / entry	55	56	57	58	59	60
mcGAS inh	/	/	/	9	-6	-13
hcGAS lum	-9	-3	-4	-5	-4	-4
NPYLR7 agonist	-2	5	4	2	-1	2

61: O=C(Cc1ccccc1)Nc1ccc(C2SCC(=O)N2c2ccc(C(F)(F)F)cc2)cc1 (stereo not given)
62: Cc1ccc2nc(C)cc(C(=O)N(C)Cc3ccco3)c2c1
63: CN(C=CC(=O)C(F)(F)F)CC(=O)O
64: COC(=O)CCCC(=O)Nc1ccc(-c2cccc(-c3cc(OC)ccc3OC)n2)cc1
65: N#CCCCSc1nc2ccccc2c(=O)n1-c1ccc(OC(F)F)cc1
66: CC[n+]1c(C)cc(C)n1-c1ccccc1
assay / entry	61	62	63	64	65	66
mcGAS inh	-7	-14	/	-8	-7	-4
hcGAS lum	-2	-6	-8	-9	-9	-2
NPYLR7 agonist	-12	/	2	-6	12	-2

67: Cc1cc(C(C)C(=O)Nc2ccc(N3CCN(C)CC3)cn2)c(C)o1 (stereo not given)
68: O=[N+]([O-])c1cc(-c2ccc(C=Nn3cnnc3)o2)ccc1O
69: CCCNC(=O)N(CC)Cc1nccn1Cc1ccccc1C
70: Cc1ccc(C)c(OCc2n[nH]c(=S)o2)c1
71: CC(C(=O)Nc1ccc(F)cc1)n1c(=O)n(Cc2ccccc2)c(=O)c2ccccc21 (stereo not given)
72: CCN(C(=O)Cn1ccnc1-c1cnccn1)C1CC1
assay / entry	67	68	69	70	71	72
mcGAS inh	/	0	-3	/	-3	/
hcGAS lum	-8	-5	0	-5	-1	-7
NPYLR7 agonist	1	-10	9	0	0	4

73: Cc1cccc(CN(CCN(C)C)C(=O)CCCn2cccn2)c1
74: CCOC(=O)c1c(NC(=O)c2ccc([N+](=O)[O-])cc2)sc(C(=O)Nc2cccc(Cl)c2)c1C
75: COCCN1C(=O)[C@]2(C)[C@H](c3ccccc31)[C@@H](C(N)=O)CN2S(=O)(=O)c1ccccc1
76: CCCC(C(=O)n1nc(C)cc1C)C(NS(=O)(=O)c1ccc(C)cc1)c1ccccc1 (stereo not given)
77: CC(C)c1cc(Oc2ccccc2F)nc(SCc2ccc([N+](=O)[O-])cc2)n1
78: O=C(NCC1CCNCC1)c1ccc(C2CCNC2)cc1 (stereo not given)
assay / entry	73	74	75	76	77	78
mcGAS inh	/	-3	-4	/	/	/
hcGAS lum	-11	-3	4	1	-1	-2
NPYLR7 agonist	5	5	2	-6	4	-2

13 structures out of the list, sorted by count of non-hydrogen atoms, low to high:
63: CN(C=CC(=O)C(F)(F)F)CC(=O)O
66: CC[n+]1c(C)cc(C)n1-c1ccccc1
70: Cc1ccc(C)c(OCc2n[nH]c(=S)o2)c1
72: CCN(C(=O)Cn1ccnc1-c1cnccn1)C1CC1
78: O=C(NCC1CCNCC1)c1ccc(C2CCNC2)cc1 (stereo not given)
68: O=[N+]([O-])c1cc(-c2ccc(C=Nn3cnnc3)o2)ccc1O
69: CCCNC(=O)N(CC)Cc1nccn1Cc1ccccc1C
73: Cc1cccc(CN(CCN(C)C)C(=O)CCCn2cccn2)c1
assay / entry	63	66	70	72	78	68	69	73
mcGAS inh	/	-4	/	/	/	0	-3	/
hcGAS lum	-8	-2	-5	-7	-2	-5	0	-11
NPYLR7 agonist	2	-2	0	4	-2	-10	9	5

67: Cc1cc(C(C)C(=O)Nc2ccc(N3CCN(C)CC3)cn2)c(C)o1 (stereo not given)
65: N#CCCCSc1nc2ccccc2c(=O)n1-c1ccc(OC(F)F)cc1
77: CC(C)c1cc(Oc2ccccc2F)nc(SCc2ccc([N+](=O)[O-])cc2)n1
76: CCCC(C(=O)n1nc(C)cc1C)C(NS(=O)(=O)c1ccc(C)cc1)c1ccccc1 (stereo not given)
64: COC(=O)CCCC(=O)Nc1ccc(-c2cccc(-c3cc(OC)ccc3OC)n2)cc1
assay / entry	67	65	77	76	64
mcGAS inh	/	-7	/	/	-8
hcGAS lum	-8	-9	-1	1	-9
NPYLR7 agonist	1	12	4	-6	-6

Continued:
79: COc1ccc(OC)c(-c2cc(C(=O)N3CCn4c3nc3ccccc34)n(C)n2)c1
80: O=C(CCNC(=O)N(Cc1ccccc1F)C1CC1)NC1CCCC1
81: Nc1cc(-c2ccc3c(c2)OC[C@@H](N2CCCC2)[C@@H]3O)c2cc[nH]c2n1
82: CCOC(=O)C1(Cc2ccccc2C(F)(F)F)CCN(C(=O)C(=O)c2ccccc2)CC1
83: O=C(CCc1ccc(O)cc1)N1CCC2(CCCO2)CC1
84: COCc1noc(-c2ccc(NCCc3cccnc3)nc2)n1
assay / entry	79	80	81	82	83	84
mcGAS inh	/	/	/	3	-14	/
hcGAS lum	0	-8	2	-6&0	-7	-8
NPYLR7 agonist	3	-1	3	2&-1	9	8

85: Cc1cccc(OCCNC(=O)N2CCN(S(=O)(=O)c3cccc(Cl)c3)CC2)c1
86: FC(F)(F)c1cccc(C2c3cccn3CCCN2Cc2ccc(Cl)cc2)c1 (stereo not given)
87: O=C(COc1cccc(Cl)c1)N=Nc1c(O)[nH]c2ccc([N+](=O)[O-])cc12
88: COc1ccc(C2Nc3ccccc3-c3nc4ccccc4n32)cc1 (stereo not given)
89: CCc1ccc(N2C(=O)/C(=C/c3ccc(OCC(=O)O)c(OC)c3)C(=O)NC2=S)cc1
90: S=C(C(=CN1CCOCC1)c1ccccc1)N1CCOCC1
91: CCCSc1nnc(CSc2ncccn2)n1CCc1ccccc1
92: COCC(=O)Nc1ccccc1-c1ccc(C(C)N2CCCC2)cc1 (stereo not given)
assay / entry	85	86	87	88	89	90	91	92
mcGAS inh	/	-4	/	/	4	-8	-6	-19
hcGAS lum	-5	-2	-3	-4	0	-4	-2	-10
NPYLR7 agonist	5	0	1	27	-9	26	0	-3
